# Giardia FBPA inh: Giardia lamblia aldolase inhibition | A8B2U2 | AID 2451 | 290,000 tested, 0.71% active | Potency, µM (series often up to 59.6 µM), for the others: at the highest dose activity, negative = inhibition, hits mostly inhibitors | purified Giardia FBPA; note: potency is the fitted concentration of half-maximal effect; nearly all actives have a fitted effect of over 55% in size
# Target sequence (A8B2U2 whole entry, looked up): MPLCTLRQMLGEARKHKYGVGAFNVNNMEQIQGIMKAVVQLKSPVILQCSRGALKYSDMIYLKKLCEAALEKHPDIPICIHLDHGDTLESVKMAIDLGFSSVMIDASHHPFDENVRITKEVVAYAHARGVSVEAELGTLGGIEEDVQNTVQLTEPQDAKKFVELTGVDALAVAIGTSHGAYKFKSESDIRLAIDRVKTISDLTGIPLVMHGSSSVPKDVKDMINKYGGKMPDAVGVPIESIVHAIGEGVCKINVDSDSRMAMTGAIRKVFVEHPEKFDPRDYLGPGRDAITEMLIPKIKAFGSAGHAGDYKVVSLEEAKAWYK
#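 Giardia FBPA (40 nM reagent) was preincubated 10 min at RT with compound (up to 57.5 uM final), then substrate plus GAPDH/TPI/NAD/arsenate coupling system with diaphorase/resazurin was added; resorufin fluorescence (525/598 nm) was read after 20 min.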
# HCMV inh: blocks human cytomegalovirus replication; HFF cells, HCMV-luciferase reporter, 72 h; hits give low values; activity change, negative = inhibition, % at 57.5 µM; 410,000 tested, 4.5% active; AID 1259415; in the data active = activity change below about -60%; inconclusive = no clear call, values can overlap the other calls; inactive = above about -39%
#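 Two-dose cell screen: HFF monolayers treated with compounds and infected with luciferase-expressing HCMV at 1 PFU/cell, 72 h at 37C, then lysed for luciferase measurement.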
# Sm TGR block: S. mansoni TGR enzyme inhibition. purified TGR, DTNB reduction, TNB absorbance 405 nm. Q962Y6. AID 485364. 360,000 tested, 3% active. Potency, µM (top dose mostly 114 µM), inactives show top-dose activity change, negative = inhibition, actives largely listed as inhibitors; note: potency is the fitted concentration of half-maximal effect; nearly all actives have a fitted effect of over 60% in size
#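 Kinetic colorimetric format: TGR-catalysed, NADPH-driven DTNB reduction monitored via TNB absorbance. Enzyme dispensed at 20 nM; compound exposure 15 min at room temperature before reaction start.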
# AMA1 RON2 block: inhibitors of Plasmodium falciparum AMA1-RON2 interaction; AlphaScreen AMA1-biotinylated RON2 peptide binding; Potency, µM (series often up to 58.2 µM), without a hit: top-dose activity change, negative = inhibition, actives largely listed as inhibitors; 360,000 tested, 0.2% active; AID 720542;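 note: potency is the fitted concentration of half-maximal effect; 0% = vehicle wells and -100% = peptide control; nearly all actives have a fitted effect of over 45% in size; some results filed as inactive show a strong effect at the top dose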
#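 AMA1 (3D7) with his tag at 25 nM final met compounds first, then biotinylated RON2 peptide at 25 nM; detection used donor plus acceptor beads, 10 µg/mL apiece, read by AlphaScreen after 30 min at room temperature.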
# HCV inh: HCV inhibition. Huh7.5.1 HCVcc-Cre infection, luciferase reporter, 44 h. 340,000 tested, 3.4% active. Potency, µM (doses to about 41.8 µM), inactives show at the highest dose activity change, negative = inhibition, usual class: inhibitors; note: potency is the fitted concentration of half-maximal effect
#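 Antiviral activity was scored by luciferase reporter output from cells infected with HCVcc-Cre (~0.5 moi) in presence of compound, 44 h infection period, cells seeded 1,000/well 4 h prior.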
# AmpC inh detg: blocks E. coli AmpC beta-lactamase in detergent assay; AmpC hydrolysis of nitrocefin, absorbance 480 nm, 0.01% Triton; P00811; Potency, µM (highest dose often 114 µM), for the others: top-dose activity change, negative = inhibition, hits mostly inhibitors; 370,000 tested, 0.041% active;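 note: potency is the fitted concentration of half-maximal effect; 0% = no-compound wells and -100% = no-enzyme wells; nearly all actives have a fitted effect of over 25% in size; some results filed as inactive show a strong effect at the top dose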
# Target sequence (P00811 whole entry, looked up): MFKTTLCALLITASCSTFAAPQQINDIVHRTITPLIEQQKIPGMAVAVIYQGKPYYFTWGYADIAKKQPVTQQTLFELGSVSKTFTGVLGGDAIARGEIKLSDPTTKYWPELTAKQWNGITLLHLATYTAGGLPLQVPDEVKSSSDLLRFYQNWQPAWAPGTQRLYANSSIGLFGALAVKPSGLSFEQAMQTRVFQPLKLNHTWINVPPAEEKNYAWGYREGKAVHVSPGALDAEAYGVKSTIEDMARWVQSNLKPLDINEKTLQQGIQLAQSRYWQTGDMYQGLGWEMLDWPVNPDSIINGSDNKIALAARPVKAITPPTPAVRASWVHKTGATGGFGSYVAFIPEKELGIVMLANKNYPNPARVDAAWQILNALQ
#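 20 mM phosphate pH 7.0 + 0.01% (detergent screen) or 0.0001% Triton X-100; 5.3 nM AmpC reagent; cpd preinc 15 min RT; nitrocefin (800 uM stock) to start; A480 q20 s × 4 min; Activity was normalised to no-enzyme and no-compound control wells.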
# An asterisk follows results filed as active; ? = inconclusive; / = not tested or not shown; & = joins results of further samples; [ ] = another dose, or the depositor's remark. Unless noted, calls come from the whole dose curve; as a rule, active = well fitted curve in the direction sought with a large enough effect; inconclusive = small, poorly fitted or top-dose-only effect, or another doubt; inactive = no such curve, though single readings can be large; an effect the other way counts as inactive or inconclusive. Unless noted, % is set by controls: 0 for no effect and ±100 for the full control effect. Compounds were not picked by outcome. Share with any hit: about 9.3%.
SMILES,Giardia FBPA inh,HCMV inh,Sm TGR block,AMA1 RON2 block,HCV inh,AmpC inh detg
Nc1c(-c2ccccc2)c(CSc2nc3ccccc3[nH]2)nn1-c1ccc(C(=O)O)cc1,-6%,-38,5%,13%,-1%,3%
CCCCN(CCO)CCCC,/,20,-12%,-1%,2%,-5%
CCOC(=O)c1c(CN2CCOCC2)oc2ccc(OC)cc12,2%,42,10%,-11%,-9%,7%
C=COCCn1c(-c2nonc2N)nc2ccccc21,-1%,21,5%[11.4 µM],1%,-3%,?
COc1ccccc1C(=O)OCC(=O)Nc1cccc(S(=O)(=O)N2CCCC2)c1,/,-11,-6%,4%,-14%,?
CSc1cccc(CN2CCC(Oc3ccc(C(=O)N4CCCCC4)cc3)CC2)c1,/,-3,5%,-11%,?,11%
COCCOC(=O)C1=C(N)Oc2c(c(=O)oc3ccccc23)C1c1ccncc1 (centres undefined),6%,-19,-2%,-8%,-6%,-1%
CCOc1ccc(CN2CCSCC2)cc1,-16%,-5,12%,-6%,11%,-15%
COc1cc(Br)c(-c2sc(Nc3ccccc3)n[n+]2-c2ccccc2)cc1OC,?,25,5%,69%[activator],5%,-10%
Cc1nc(C)c(C(=O)NCCC(c2ccccc2)c2ccccc2)o1,2%,?,-1%,5%,10µM*,7%
O=C(c1ccc(C(F)(F)F)cc1)n1ccc(-c2cccs2)n1,0%,26,-1%,16%,8%,2%
Cc1cccc(C(=O)NCC(=O)N(C)CC(=O)Nc2ccc(N3CCOCC3)cc2)c1,/,39,-1%,-5%,10%,9%
CCOC(=O)[C@@]1(C#N)C(c2ccc(Cl)c(Cl)c2)[C@H](C(N)=O)N2C=C(C(C)=O)C=C[C@H]21 (some centres undefined),-21%,11,-27%,8%,23%,-4%
Cc1cccc(C)c1Nc1c(-c2ccccc2O)nc2ncccn12,-8%,?,-11%&-1%,0%,4%,0%&-8%
O=C(O)CN(CC(=O)O)CC(=O)O,/,-21,/,-3%,18%,/
CCCCOc1ccc(C(=O)N/C(=C\c2ccc(Br)cc2)C(=O)NC2CCCCC2)cc1,/,-4,-2%,/,/,1%
OCCOCCNc1ncnc2c1cnn2-c1ccccc1,-5%,211,3%,-12%,34%[activator],2%
Cc1ccc(-n2nnnc2SCc2ccccn2)cc1C,4%,14,-3%,4%,10%,6%
Cc1nc(N2CCC(C)CC2)c2c(C)c(C(=O)Nc3cc(F)ccc3C)sc2n1,-3%,?,14%,1%,?,4%
COc1ccc(C2N3CC4(C)CN2CC(C)(C3)C4O)cc1OC (centres undefined),0%,21,6%,76%[activator],-8%,-4%
O=C(c1cccs1)N1CCN(CCCc2ccccc2)CC1,-25%,55,0%,-28%,6%,?
Cc1ccc(S(=O)(=O)N(C)C)cc1NC(=O)c1ccc(-n2cncn2)c([N+](=O)[O-])c1,/,-7,-5%,0%,?,-2%
Cc1ccc(Nc2ccc(S(=O)(=O)N3CCOCC3)cc2[N+](=O)[O-])cc1C,0%,-2,0%,?,18µM*,-19%
COc1cc(OC)cc(C(=O)Nc2nc(CC(=O)NCc3ccc(F)cc3)cs2)c1,/,2,-1%,4%,?,-8%
C/C=C/C=C\C(=O)Nc1cccc(C2=NOC3(C2)C[C@H](C(N)=O)N(C(=O)/C=C/C)C3)c1 (some centres undefined),-3%,?,2.8µM*,?,30%[activator],-4%
CS(=O)(=O)Nc1cccc(C2=NN(C(=O)c3ccccc3)C(c3cccs3)C2)c1 (centres undefined),-6%,-16,9%,-11%,?,7%
CCCCn1c(-c2ccc(Cl)c(Cl)c2)nc2cc3[nH]c(=O)c(C(C)C)nc3cc21,-26%,0,0%,30%[activator],-14%,?
O=C(O)CSc1cn(Cc2ccccc2)c2ccccc12,10%,34,2%,-7%,29%,5%
O=C(COC(=O)COc1ccc(Cl)cc1Br)NCCC1=CCCCC1,/,22,-22%,12%,9%,?
Cc1ccc(C(=O)N2CCCC(Nc3ccc(C)c(C)c3)C2)c(=O)[nH]1 (centres undefined),/,39,/,-11%,0%,/
C=CCN1C(=O)/C(=C2/Sc3ccc(OC)cc3N2C)SC1=Nc1cccc(O)c1,-3%,?,-8%[57.1 µM],-14%,-2%,-4%
COc1ccc2[nH]c(=O)c(CN(C(=O)c3ccco3)C3CCCCC3)cc2c1,?,4,?,3%,2%,-12%
O=C(NCc1ccco1)c1ccc(COc2ccc(Cl)cc2)cc1,-4%,-23,4%,1%,-12%,1%
Cc1cc(C)n2nc(-c3ccsc3-n3c(C)ccc3C)cc2n1,-13%,14,3.5µM*,-12%,?,-4%
COc1ccc(C)cc1NC(=O)NNS(=O)(=O)c1ccc(NC(C)=O)cc1,-9%,18,-24%,0%,19%,-7%
CCn1c2c(c3ccc(OC)cc31)CCCC2=O,-5%,-24,7%,-4%,1.3µM*,-2%
CN1CCOC1c1ccc(C2OCCN2C)cc1 (centres undefined),/,-11,/,31%[activator],18%,/
C=CCC(=O)NC1CC(C)(C)Cc2c1cnn2-c1ccc(C)cc1 (centres undefined),5%,21,-1%,-2%,1%,3%
Cc1cccc(-c2nc(CS(=O)CC(=O)NCc3ccco3)c(C)o2)c1 (centres undefined),0%,-24,?,-9%,8%,?
O=C(NCc1cccc(Cl)c1)c1ccc(CS(=O)Cc2ccc(Cl)cc2)o1 (centres undefined),-2%,-3,-23%,-2%,?,-2%

# A different layout for some results above:
smiles	Giardia FBPA inh	HCMV inh	Sm TGR block	AMA1 RON2 block	HCV inh	AmpC inh detg
C/C=C/C=C\C(=O)Nc1cccc(C2=NOC3(C2)C[C@H](C(N)=O)N(C(=O)/C=C/C)C3)c1 (some centres undefined)	-3%	?	2.8µM*	?	30%[activator]	-4%
CS(=O)(=O)Nc1cccc(C2=NN(C(=O)c3ccccc3)C(c3cccs3)C2)c1 (centres undefined)	-6%	-16	9%	-11%	?	7%
CCCCn1c(-c2ccc(Cl)c(Cl)c2)nc2cc3[nH]c(=O)c(C(C)C)nc3cc21	-26%	0	0%	30%[activator]	-14%	?
O=C(O)CSc1cn(Cc2ccccc2)c2ccccc12	10%	34	2%	-7%	29%	5%
O=C(COC(=O)COc1ccc(Cl)cc1Br)NCCC1=CCCCC1	/	22	-22%	12%	9%	?
Cc1ccc(C(=O)N2CCCC(Nc3ccc(C)c(C)c3)C2)c(=O)[nH]1 (centres undefined)	/	39	/	-11%	0%	/
C=CCN1C(=O)/C(=C2/Sc3ccc(OC)cc3N2C)SC1=Nc1cccc(O)c1	-3%	?	-8%[57.1 µM]	-14%	-2%	-4%
COc1ccc2[nH]c(=O)c(CN(C(=O)c3ccco3)C3CCCCC3)cc2c1	?	4	?	3%	2%	-12%
O=C(NCc1ccco1)c1ccc(COc2ccc(Cl)cc2)cc1	-4%	-23	4%	1%	-12%	1%
Cc1cc(C)n2nc(-c3ccsc3-n3c(C)ccc3C)cc2n1	-13%	14	3.5µM*	-12%	?	-4%
COc1ccc(C)cc1NC(=O)NNS(=O)(=O)c1ccc(NC(C)=O)cc1	-9%	18	-24%	0%	19%	-7%
CCn1c2c(c3ccc(OC)cc31)CCCC2=O	-5%	-24	7%	-4%	1.3µM*	-2%
CN1CCOC1c1ccc(C2OCCN2C)cc1 (centres undefined)	/	-11	/	31%[activator]	18%	/
C=CCC(=O)NC1CC(C)(C)Cc2c1cnn2-c1ccc(C)cc1 (centres undefined)	5%	21	-1%	-2%	1%	3%
Cc1cccc(-c2nc(CS(=O)CC(=O)NCc3ccco3)c(C)o2)c1 (centres undefined)	0%	-24	?	-9%	8%	?

# Additional compounds:
SMILES,Giardia FBPA inh,HCMV inh,Sm TGR block,AMA1 RON2 block,HCV inh,AmpC inh detg
COc1ccc(N2C(=O)CCC(C(=O)Nc3ccccn3)C2c2ccc(OC)c(OC)c2)cc1 (centres undefined),3%,21,-32%,2%,?,4%
N#Cc1c(CSCC(=O)O)cc(=O)n2c1[nH]c1ccccc12,?,11,-1%,-10%,1%,1%
CCOC(=O)/C=C/C(=O)OCC(=O)Nc1ccc(Cl)cn1,3%,-30,0%,5%,-1%,-7%
O=C(CS(=O)(=O)c1cccc2nsnc12)N1CCN(c2ccccc2F)CC1,/,21,-2%,/,/,2%
CCOc1ccc(C2C(=O)N(C3CCCCCC3)CC(=O)N2Cc2ccc(C)cc2)cc1OC (centres undefined),/,?,12%,/,/,7%
CC(=O)c1cccc(NC(=O)c2cc(=O)[nH]c3ccccc23)c1,-3%,32,0%,12%,?,-1%
Cc1ccc(COc2ccc(/C=N/NC(=O)c3ccc(CN4CCOCC4)cc3)cc2)cc1,-1%,38,-6%,1%,-13%,-10%
Nc1nc(SCc2ccc3c(c2)OCCO3)n[nH]1,-20%,70,3%,9%,4%,-3%
Cn1c(=O)n(C)c2cc(NC(=O)CSc3ccccc3)ccc21,/,157,-19%,19%,-13%,-5%
Cc1ccc(C2(C)NC(=O)N(CC(=O)N(C)CC(=O)Nc3cccc4ccccc34)C2=O)cc1 (centres undefined),/,-12,-9%,2%,-6%,?
CC(=O)Nc1ccc(NC(=O)[C@H](C)NC(=O)c2ccco2)cc1,-14%,29,-21%,2%,2%,4%
COc1ccc(CCNC(=O)c2c(O)c3c([nH]c2=O)CCCC3)cc1OC,/,-1,/,31%[activator],-7%,/
Cc1ccc(S(=O)(=O)N(C)c2ccc3sc(C)nc3c2)cc1,-12%,43,8%,-2%,?,5%
S=C(NCC1CCCO1)N1CCN(Cc2ccccc2Cl)CC1 (centres undefined),3%,-14,12%,-5%,-12%,?
CC(NC(=O)/C=C/c1ccco1)c1nc2ccccc2n1Cc1ccccc1F (centres undefined),3%,-25,35µM*,0%,-4%,-7%
COCCOC(=O)C1=C(C)NC(=O)NC1c1ccc(-c2cc(Cl)ccc2Cl)o1 (centres undefined),0%,-29,18µM*,-2%,?,-7%
CC(C)NC(=S)N=Nc1c(O)[nH]c2ccc(C(C)C)cc12,6%,-16,3%,66%[activator],?,-1%
Cc1ccc(C2(C(F)(F)F)N=C3Sc4cc(C)cc(C)c4N3C(=O)N2)cc1 (centres undefined),-1%,50,3%,3%,12%,-6%
COC(=O)Cn1c(=NC(=O)c2ccc(OC)cc2)sc2cc(OC)ccc21,2%,-1,-4%,4%,?,?
COc1ccc(NC(=O)CSCC(=O)Oc2c(OC)cccc2OC)cc1,/,-20,-12%,5%,-7%,-9%
O=C(NCCCCNC(=O)c1ccc(Cl)s1)c1ccc(Cl)s1,8%,-22,-2%,9%,-14%,-3%
Cc1ccc(S(=O)(=O)N2CCC(C(=O)OCCOc3ccccc3)CC2)cc1C,/,-24,1%,2%,32%[activator],-13%
COc1ccc(CCNC(=O)CN2C(=O)NC(Cc3c[nH]c4ccccc34)C2=O)cc1 (centres undefined),-8%,13,-2%,5%,12%,0%
CCC(C)(C)C1CCC2(CC1)NC(=O)N(CC(=O)N(C)CCOc1ccc(Cl)cc1)C2=O (centres undefined),/,?,5%,-2%,?,-16%
